# tuberculosis growth – growth inhibition of non-replicating M. tuberculosis (AID 488890); Mycobacterium tuberculosis non-replicating, growth inhibition; higher % means a stronger effect; inhibition, % at 25 µM; hits with a dose series show IC50 in µM; actives 0.39% (n = 320,000); in the data active means a potency from the dose series; inconclusive means inhibition mostly from about 82% at the one dose, without a potency; inactive means the rest, 99 in 100 with inhibition below about 76%;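 further: plate controls were DMSO cells for no effect and high antibiotic wells for full effect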
# Salmonella PhoP GFP – PhoP regulon inhibitors, Salmonella typhi PhoP promoter GFP reporter, confirmatory (AID 1850). Salmonella Typhi PhoP-promoter GFP reporter, fluorescence, 4 h; higher % means a stronger effect. inhibition, % at 50 µM, or IC50 in µM where a hit was titrated. actives 0.33% (n = 310,000); in the data active means a potency from the dose series; inconclusive means inhibition mostly from about 25% at the one dose, without a potency; inactive means the rest, 99 in 100 with inhibition below about 19%;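 further: 0% = induced wells with vehicle and 100% = uninduced wells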
# H1N1 NS1A inhibition – NS1A inhibition, H1N1 influenza, cell based functional assay (AID 504329) | actives 0.3% (n = 340,000) | inhibition, % at 12.5 µM, or IC50 in µM where a hit was titrated | NS1A functional cell-based assay, percent inhibition; higher % means a stronger effect; in the data active means a potency from the dose series; inconclusive means inhibition above about 27% without an active follow-up result; further: strong numbers were not always called active
# M. tuberculosis HTS – M. tuberculosis growth inhibition, HTS (AID 449762) | M. tuberculosis H37Rv growth inhibition, 7H9 media; higher % means a stronger effect | inhibition, % at 25 µM, or IC50 in µM where a hit was titrated | actives 0.59% (n = 330,000); in the data active means a potency from the dose series; inconclusive means inhibition above about 70% without an active follow-up result;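 further: bacterial growth assessed after seven days of incubation; strong numbers were not always called active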
# VEEV TC-83 Vero – inhibitors of VEEV TC-83 cytopathic effect, confirmation, Vero cells (AID 588727). Vero cells, VEEV TC-83 cytopathic effect inhibition; higher % means a stronger effect. actives 0.13% (n = 350,000). one-dose inhibition, % at 20 µM; IC50 in µM for titrated hits; in the data active means a potency from the dose series; inconclusive means inhibition mostly from about 14% at the one dose, without a potency; inactive means the rest, 99 in 100 with inhibition below about 12%; further: strong numbers were not always called active
# VEEV TC-83 Vero 10K pilot screen – second read-out of VEEV TC-83 Vero, no call of its own (marks repeat the call); inhibition, %; measured here: 10K pilot screen inhibition
# Numbers without * were called inactive; i = inactive; ? = inconclusive; . = no result given.
SMILES,tuberculosis growth,Salmonella PhoP GFP,H1N1 NS1A inhibition,M. tuberculosis HTS,VEEV TC-83 Vero,others
COCCn1cnnc1SCC(=O)Nc1sc2c(c1C#N)CCC2,-16%,.,-11%,-8%,1.9%,
NCCCCCNC(=O)/C=N\O,-9%,-4%,-3%,1%,0.5%,
C(=N\N1CCN(C2c3ccccc3-c3ccccc32)CC1)/c1ccccn1,67%,-5%,8%,98%,2.3%,
CC(C)(C)c1ccc(-c2csc(NC(=O)CN3C(=O)NC4(CCCCC4)C3=O)n2)cc1,-2%,1%,-4%,1%,i,
Cc1ccc(OCC(=O)Nc2ccc(Cl)cc2)c([N+](=O)[O-])n1,3%,.,-12%,3%,1.6%,
Cc1cc(/C=N/n2cnnc2)c(O)c([N+](=O)[O-])c1,-3%,-4%,-1%,3%,0.4%,
C/C(=N\N=C1\NC(=O)C(CC(=O)Nc2ccccc2F)S1)C1CCCCC1 (centres undefined),3%,-9%,-1%,-4%,2.5%,
O=C(Nc1ccc(F)c(F)c1)NC1CCCCC1,35%,12%,14%,-10%,2.6%,
Cc1ccnc(SCC(=O)Nc2sc3c(c2C#N)CCC(C(C)(C)C)C3)n1 (centres undefined),9%,-5%,2%,4%,i,
Cc1nc2ccccn2c1C(=O)C(=O)Nc1cc(F)ccc1F,7%,-5%,2%,1%,1.6%,
FC(F)(F)C1CCCN(c2nsc3ccccc23)C1 (centres undefined),?,-16%,-7%,67%,i,
CCOC(=O)c1c(C)[nH]c(C(=O)COC(=O)/C=C/c2ccc(O)c(OC)c2)c1C,14%,-1%,-5%,-7%,?,
COc1ccc(OC)c(NC(=O)CSc2nnc(NC(=O)c3ccco3)s2)c1,3%,2%,-5%,-22%,0.8%,
CCN(CC)CCn1c(/N=C/c2cc(Br)ccc2O)nc2ccccc21,-2%,5%,3%,3%,1.5%,
CCOc1ccccc1OCC(=O)Nc1ccc(N2CCCCC2)cc1,49%,0%,14%,2%,2.1%,

# Of the compounds above, six have sulfur.
SMILES,tuberculosis growth,Salmonella PhoP GFP,H1N1 NS1A inhibition,M. tuberculosis HTS,VEEV TC-83 Vero,others
COCCn1cnnc1SCC(=O)Nc1sc2c(c1C#N)CCC2,-16%,.,-11%,-8%,1.9%,
CC(C)(C)c1ccc(-c2csc(NC(=O)CN3C(=O)NC4(CCCCC4)C3=O)n2)cc1,-2%,1%,-4%,1%,i,
C/C(=N\N=C1\NC(=O)C(CC(=O)Nc2ccccc2F)S1)C1CCCCC1 (centres undefined),3%,-9%,-1%,-4%,2.5%,
Cc1ccnc(SCC(=O)Nc2sc3c(c2C#N)CCC(C(C)(C)C)C3)n1 (centres undefined),9%,-5%,2%,4%,i,
FC(F)(F)C1CCCN(c2nsc3ccccc23)C1 (centres undefined),?,-16%,-7%,67%,i,
COc1ccc(OC)c(NC(=O)CSc2nnc(NC(=O)c3ccco3)s2)c1,3%,2%,-5%,-22%,0.8%,

# Back to the main list, starting two compounds before the break.
SMILES,tuberculosis growth,Salmonella PhoP GFP,H1N1 NS1A inhibition,M. tuberculosis HTS,VEEV TC-83 Vero,others
CCN(CC)CCn1c(/N=C/c2cc(Br)ccc2O)nc2ccccc21,-2%,5%,3%,3%,1.5%,
CCOc1ccccc1OCC(=O)Nc1ccc(N2CCCCC2)cc1,49%,0%,14%,2%,2.1%,
Cc1ccc2nc(Br)c3c(c2c1)OC(CBr)C3 (centres undefined),?,-7%,-4%,42%,i,
O=C(Nc1ccncc1)c1ccc2ccccc2c1,67%,-13%,-2%,2%,0.4%,
CCOC(=O)CN(C(=O)CNC(=O)c1cccs1)C(C(=O)NC1CCCC1)c1ccncc1 (centres undefined),19%,-4%,-5%,1%,0.9%,
CCOc1ccc(S(=O)(=O)/N=C(\N)c2ccccc2)cc1,14%,-1%,-4%,3%,i,
COc1ccc(OC)c(S(=O)(=O)N2CCCC(C(=O)NCc3ccncc3)C2)c1 (centres undefined),-9%,-15%,10%,-1%,i,
Nc1n[nH]c(-c2ccc(F)cc2)n1,1%,-1%,-4%,-10%,i,
Cc1cccc(C)c1NC(=O)COC(=O)c1cccnc1,-4%,-17%,1%,3%,0.7%,
CCN(CC)Cc1c(O)ccc2cc(-c3nc4ccccc4n3C)c(=O)oc12,-9%,-30%,15%,8%,2.4%,
Cn1c(-c2ccccc2)n[nH]c1=S,2%,4%,7%,0%,0.9%,
COc1ccc(-c2cc(C(=O)N3CCCCC3)no2)cc1OC,9%,-1%,11%,12%,4.0%,
CCCCCSc1nc2c(c(=O)[nH]c(=O)n2C)n1C,22%,-9%,6%,-1%,1.8%,
O=C(Nc1ccc2c(c1)OCO2)N1CCN(c2ccc(F)cc2)CC1,73%,-6%,-2%,2%,i,VEEV TC-83 Vero 10K pilot screen=0.6
CCc1ccnc(NC(=O)Nc2ccc(OCc3ccccc3)cc2)c1,-17%,-4%,22%,-3%,0.5%,
COc1cccc(CNCc2cccnc2)c1OCc1ccccc1,-3%,8%,3%,0%,i,
CC(C)NC(=O)COc1ncnc2sccc12,2%,-3%,0%,-3%,0.2%,
CS(=O)(=O)c1ccc(Cl)c(NC(=O)COC(=O)CCCN2C(=O)c3cccc4cccc(c34)C2=O)c1,-29%,-6%,-10%,1%,6.7%,
O=C(COC(=O)c1cccc(S(=O)(=O)N2CCCCC2)c1)NC1CCCCC1,0%,.,-2%,-4%,0.6%,
N#Cc1c(NC(=O)c2ccccc2)sc2c1CCCCC2,0%,2%,-9%,1%,i,
O=C(COC(=O)c1ccc(F)c(S(=O)(=O)N2CCOCC2)c1)Nc1ccc2c(c1)OCO2,.,.,0%,.,7.6%,
CCOc1ccc(NC(=O)CSc2nc3cccnc3n2CC)cc1,.,.,11%,.,i,
Cc1c(C(=O)N2CCCCC2)c(S(=O)(=O)N2CCN(c3ccccc3F)CC2)c(C)n1C,-8%,-1%,1%,-5%,3.4%,
COCCn1c(-c2ccc(OC)cc2)cnc1SCC(=O)Nc1ccc(OC)cc1OC,4%,-6%,7%,2%,1.6%,
CN1C2CCC1CC(NC(=O)c1cc(Cl)cc3[nH]cnc13)C2 (centres undefined),0%,2%,2%,3%,i,
O=C1C=C(O)C(n2cncn2)C(c2ccc3c(c2)OCO3)C1 (centres undefined),16%,10%,-5%,1%,1.8%,
COC(=O)[C@H](CCSC)NC(=O)N1CCC(C)CC1,-4%,0%,1%,4%,1.2%,
Cc1cccc(NC(=O)c2cccnc2Oc2ccccc2)c1C(=O)O,11%,-1%,-4%,5%,0.1%,
COc1cccc2c1oc1c(SCc3nc4ccccc4[nH]3)nc(C)nc12,22%,.,-5%,1%,1.7%,
CC1=CN2C(=NC(=O)CC2(C)C(=O)N(CC(=O)NC2CCCC2)c2cc(C)cc(C)c2)C=C1 (centres undefined),11%,4%,-9%,-1%,i,
CCOc1ccc(S(=O)(=O)n2cnc(C)c2)cc1,15%,3%,-4%,5%,1.4%,
CC(OC(=O)c1cc(=O)c2ccccc2o1)C(=O)Nc1ccc(N(C)C)cc1 (centres undefined),-2%,.,3%,6%,1.8%,
COc1ccc(C2=NOC(C)(c3nnc(-c4ccncc4)o3)C2)cc1 (centres undefined),59%,7%,6%,?,0.4%,VEEV TC-83 Vero 10K pilot screen=0.4
CC(=O)N(Cc1c(C)nn(-c2ccccc2)c1Cl)c1ccc(Cl)cc1,27%,-7%,-9%,29%,4.0%,
CN(CCC(=O)Nc1ccc(Cl)cc1)Cc1ccccc1,33%,-7%,-10%,0%,i,
COCCNc1c2c(nc3c(-c4ccccc4)c(C)nn13)CCCC2,6%,-2%,-7%,20%,i,
O=C(COc1ccccc1)N1CCN(S(=O)(=O)c2ccc(Cl)cc2)CC1,9%,3%,24%,-11%,i,
COc1ccc2[nH]c(=O)c(CN(CCO)S(=O)(=O)c3c(C)ccc4nsnc34)cc2c1,-3%,-11%,4%,-19%,2.0%,
COc1ccccc1N1CCN(S(=O)(=O)c2ccc(NC(C)=O)cc2)CC1,2%,-1%,-3%,3%,1.3%,
CCN1C(=O)N(CC)C2C1N(CO)C(=O)N2CO (centres undefined),-7%,9%,7%,13%,0.8%,
Nc1c(Cl)cc(-c2cn(CCC(=O)O)c(-c3ccncc3)n2)cc1Cl,17%,-13%,-2%,3%,0.5%,
O=c1[nH][nH]c(=O)c(Cl)c1Cl,.,.,-8%,.,0.3%,
Cc1cc(NC(=O)c2ccc3nccnc3c2)ccc1Br,32%,.,-7%,-2%,>25µM*,
COC(=O)c1nn(-c2ccc(F)cc2)ccc1=O,-5%,5%,-22%,4%,2.9%,
C=CCN1C(=O)C(CC(=O)NCC)SC1=Nc1ccccc1OC (centres undefined),0%,-3%,-8%,2%,i,
CN(CC(=O)OCC(N)=O)S(=O)(=O)c1ccc(Cl)cc1,-6%,-4%,5%,-8%,0.8%,
Cn1nnnc1SCC(=O)NCC(=O)c1ccccc1,-10%,-7%,-2%,-1%,i,
COc1ccc(NC(=O)CS(=O)CC(=O)NCc2cccc(C(F)(F)F)c2)cc1 (centres undefined),20%,-6%,-10%,-5%,0.4%,
O=C(CN1CSCC1=O)N1CCN(S(=O)(=O)c2cccc(F)c2)CC1,-10%,.,-2%,-5%,0.5%,
CCCCCC(=O)NNC(=S)NC(=O)c1ccc([N+](=O)[O-])cc1,?,-13%,10%,1.4µM*,2.8%,
CC1CN(c2oc(-c3ccco3)nc2S(=O)(=O)c2ccccc2)CC(C)O1 (centres undefined),-2%,-4%,4%,-6%,10%,
CCOc1ccccc1N1CCN(C(=O)c2ccc3c(c2)OCO3)CC1,-5%,-8%,8%,3%,1.7%,
CCCN1CCC(NC(=O)Cc2ccccc2OC)CC1,-7%,-7%,0%,-3%,i,
CN(C)CCN1C(=O)C(O)=C(C(=O)c2ccco2)C1c1ccccc1F (centres undefined),-11%,-6%,-2%,-2%,0.6%,
CC(C(=O)NCc1ccccc1)N1C(=O)C2CC=C(Cl)CC2C1=O (centres undefined),-13%,-2%,10%,-7%,0.6%,
CC(C)c1ccc(NC(=O)C2=CC=CN3CCS(=O)(=O)N=C23)cc1,.,.,0%,.,3.5%,
CC1(C)C2CCC(C2)C1C/C=N/NC(N)=S (centres undefined),?,8%,2%,?,i,
COc1ccc(C2CC(c3cccc(C)c3)n3nc(N)nc3N2)cc1 (centres undefined),3%,-15%,10%,-10%,1.1%,
Cc1nc(-c2cccc(NS(=O)(=O)c3cccc4ccccc34)c2)cs1,22%,-5%,2%,-5%,i,
Cc1ccccc1C(=O)Nc1ccccc1-c1nnn(CC(=O)Nc2ccc3c(c2)OCCO3)n1,3%,-10%,1%,38%,2.5%,
O=C(CSc1n[nH]c(-c2cccnc2)n1)Nc1ccc([N+](=O)[O-])cc1Br,6%,3%,0%,-4%,0.1%,
CC(=O)c1ccc(N2CCN(C(=O)CCCc3nc4ccccc4s3)CC2)cc1,71%,-4%,2%,2%,i,

# (continued)
SMILES,tuberculosis growth,Salmonella PhoP GFP,H1N1 NS1A inhibition,M. tuberculosis HTS,VEEV TC-83 Vero,others
O=C(NC(=S)Nc1ccc2cn[nH]c2c1)c1ccccc1,37%,-6%,3%,6%,5.2%,
COc1ccc2nc(NC(=O)Cn3cnc4ccccc4c3=O)sc2c1,0%,-1%,-15%,1%,0.2%,
COc1cc(NC(=O)c2ccc3nsnc3c2)cc(OC)c1OC,6%,8%,-4%,3%,2.6%,
COc1ccc(NC(=O)c2[nH]ncc2[N+](=O)[O-])cc1,25%,26%,-2%,8%,1.9%,
Cc1ccc([N+](=O)[O-])cc1Nc1nc(N2CCCC2)nc(N2CCCC2)n1,67%,-3%,-4%,15%,0.1%,
CCn1c(Cc2ccccc2)nnc1SCC(=O)Nc1cc(C)on1,5%,-1%,-2%,0%,0.7%,
O=C(Cc1c(Cl)cccc1Cl)Nc1ccc(S(=O)(=O)Nc2ncccn2)cc1,16%,4%,-3%,1%,2.7%,
N#Cc1cccc(NCC(=O)Nc2cccc(S(=O)(=O)N3CCCCC3)c2)c1,12%,.,-2%,-7%,7.4%,
Cc1cc(NS(=O)(=O)c2ccc(NC(=O)CCc3ccccc3)cc2)no1,56%,-5%,-18%,-2%,1.9%,
O=C(CNC(=O)c1ccc2c(c1)OCCO2)N/N=C/c1ccc([N+](=O)[O-])cc1,-7%,14%,-7%,4%,i,
Cc1ccc(Oc2ncnc(N)c2[N+](=O)[O-])cc1,34%,5%,-9%,3%,i,
COc1ccc(N2C(=O)NC3CC2(C)Oc2ccc(Cl)cc23)cc1OC (centres undefined),14%,1%,4%,2%,7.8%,
O=C(O)c1ccc(-n2nc(-c3ccccc3)c3ccccc3c2=O)cc1,24%,0%,4%,7%,2.4%,
COc1cc(-c2nnc(SCC(=O)c3ccccc3)o2)cc(OC)c1OC,38%,-8%,-12%,12%,0.4%,
CCc1ccc(S(=O)(=O)NCc2ccc(N3CCN(C)CC3)cc2)cc1,-11%,10%,-1%,-1%,0.2%,
